AmpC inh no detg = AmpC beta-lactamase inhibition without detergent; Potency, µM (highest dose often 57.1 µM), without a hit: at the top dose activity change, negative = inhibition, actives largely listed as inhibitors; P00811; AmpC nitrocefin hydrolysis, absorbance 480 nm, 0.0001% Triton; 330,000 tested, 0.52% active;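 also: potency is read from the fitted curve at half-maximal effect; plate controls were no compound for no effect and no enzyme for full effect; nearly all actives have a fitted effect of over 20% in size; some results filed as inactive show a strong effect at the top dose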
Target sequence (P00811 whole entry, looked up): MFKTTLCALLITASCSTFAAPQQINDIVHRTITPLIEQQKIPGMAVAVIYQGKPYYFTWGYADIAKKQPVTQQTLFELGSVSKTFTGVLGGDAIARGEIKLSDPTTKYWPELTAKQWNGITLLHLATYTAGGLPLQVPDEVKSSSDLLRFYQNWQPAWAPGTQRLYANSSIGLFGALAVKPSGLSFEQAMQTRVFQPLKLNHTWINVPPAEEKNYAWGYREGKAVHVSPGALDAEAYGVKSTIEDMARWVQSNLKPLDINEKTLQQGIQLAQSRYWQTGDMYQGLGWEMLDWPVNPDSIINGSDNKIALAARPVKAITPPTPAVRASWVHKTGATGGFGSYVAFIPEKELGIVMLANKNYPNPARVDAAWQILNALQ
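20 mM phosphate pH 7.0 + 0.01% (detergent screen) or 0.0001% Triton X-100; 5.3 nM AmpC reagent; cpd preinc 15 min RT; nitrocefin (800 uM stock) to start; A480 q20 s × 4 min; Activity was normalised to no-enzyme and no-compound control wells.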
AMA1 RON2 block = inhibitors of Plasmodium falciparum AMA1-RON2 interaction; 360,000 tested, 0.2% active; AlphaScreen AMA1-biotinylated RON2 peptide binding; Potency, µM (series often up to 58.2 µM), inactives show at the highest dose activity change, negative = inhibition, hits mostly inhibitors;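 also: potency is read from the fitted curve at half-maximal effect; 0% = vehicle wells and -100% = peptide control; nearly all actives have a fitted effect of over 45% in size; some results filed as inactive show a strong effect at the top dose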
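AMA1 (3D7) with his tag at 25 nM final met compounds first, then biotinylated RON2 peptide at 25 nM; detection used donor plus acceptor beads, 10 µg/mL apiece, read by AlphaScreen after 30 min at room temperature.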
AmpC inh detg = blocks E. coli AmpC beta-lactamase in detergent assay; AmpC hydrolysis of nitrocefin, absorbance 480 nm, 0.01% Triton; 370,000 tested, 0.041% active; Potency, µM (titrated, usually from 114 µM), for the others: top-dose activity change, negative = inhibition, hits mostly inhibitors;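 also: potency is read from the fitted curve at half-maximal effect; 0% = no-compound wells and -100% = no-enzyme wells; nearly all actives have a fitted effect of over 25% in size; some results filed as inactive show a strong effect at the top dose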
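20 mM phosphate pH 7.0 + 0.01% (detergent screen) or 0.0001% Triton X-100; 5.3 nM AmpC reagent; cpd preinc 15 min RT; nitrocefin (800 uM stock) to start; A480 q20 s × 4 min; Activity was normalised to no-enzyme and no-compound control wells.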
HCMV antiviral = inhibitors of human cytomegalovirus. AID 1259415. HFF cells, HCMV-luciferase reporter, 72 h; hits give low values. 410,000 tested, 4.5% active. activity change, negative = inhibition, % at 57.5 µM; in the data active = activity change below about -60%; inconclusive = no clear call, values can overlap the other calls; inactive = above about -39%
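Human foreskin fibroblasts infected with luciferase-reporter HCMV at MOI 1 PFU/cell, compounds at two doses. Luciferase measured 72 h post infection; normalized to buffer-only basal and Salinomycin (10uM) controls.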
Sm TGR inh = inhibitors of Schistosoma mansoni thioredoxin glutathione reductase. 360,000 tested, 3% active. purified TGR, DTNB reduction, TNB absorbance 405 nm. Potency, µM (top dose mostly 114 µM), for the others: top-dose activity change, negative = inhibition, hits mostly inhibitors. AID 485364; also: potency is read from the fitted curve at half-maximal effect; nearly all actives have a fitted effect of over 60% in size
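Kinetic colorimetric format: TGR-catalysed, NADPH-driven DTNB reduction monitored via TNB absorbance. Enzyme dispensed at 20 nM; compound exposure 15 min at room temperature before reaction start.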
Giardia FBPA inh = blocks Giardia fructose-bisphosphate aldolase activity; A8B2U2; purified Giardia FBPA; Potency, µM (series often up to 59.6 µM), for the others: at the top dose activity, negative = inhibition, actives largely listed as inhibitors; 290,000 tested, 0.71% active; also: potency is read from the fitted curve at half-maximal effect; nearly all actives have a fitted effect of over 55% in size
Target sequence (A8B2U2 whole entry, looked up): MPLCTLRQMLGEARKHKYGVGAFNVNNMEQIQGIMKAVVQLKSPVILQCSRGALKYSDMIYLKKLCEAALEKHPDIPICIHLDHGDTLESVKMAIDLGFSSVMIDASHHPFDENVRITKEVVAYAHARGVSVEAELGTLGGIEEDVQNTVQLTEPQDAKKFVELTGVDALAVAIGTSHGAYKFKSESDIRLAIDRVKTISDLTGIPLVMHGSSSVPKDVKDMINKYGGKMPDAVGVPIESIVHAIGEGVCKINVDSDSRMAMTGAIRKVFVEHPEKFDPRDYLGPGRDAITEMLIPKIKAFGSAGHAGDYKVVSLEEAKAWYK
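Giardia FBPA (40 nM reagent) was preincubated 10 min at RT with compound (up to 57.5 uM final), then substrate plus GAPDH/TPI/NAD/arsenate coupling system with diaphorase/resazurin was added; resorufin fluorescence (525/598 nm) was read after 20 min.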
Numbers without * were called inactive; ? = inconclusive; / = not tested or not shown; [ ] = remark or other dose. Unless noted, calls follow the shape of the dose curve; as a rule, active = well fitted curve in the direction sought with a large enough effect; inconclusive = small, poorly fitted or top-dose-only effect, or another doubt; inactive = no such curve, though single readings can be large; an effect the other way counts as inactive or inconclusive. Unless noted, % is scaled to controls: 0 for no effect and ±100 for the full control effect.

SMILES	AmpC inh no detg	AMA1 RON2 block	AmpC inh detg	HCMV antiviral	Sm TGR inh	Giardia FBPA inh
COc1cccc(-c2nc(CS(=O)CC(=O)NCCc3ccccc3)c(C)o2)c1 (centres undefined)	71%[activator]	22%	2%	-26	20µM*	/
CCOC(=O)c1c(C)nc2c3ccccc3ccn12	21%	-5%	-10%	208	0%	-13%
COc1ccc(NC(=O)CCc2nc(C3=CCN(Cc4cccc(Cl)c4)CC3)no2)c(OC)c1	/	/	-6%	-9	2%	/
CC(C)COC(=O)/C(C#N)=C/c1cn(Cc2ccccc2)c2ccccc12	-19%	-2%[11.6 µM]	-10%	-17	-12%	-1%
COc1cccc(N2C(=O)N(c3ccccc3)C3CS(=O)(=O)CC32)c1 (centres undefined)	-21%	2%	?	-6	1%	1%
Cn1c(=O)c(C(=O)CN2CCOCC2)c(N)n(Cc2ccccc2)c1=O	-1%	5%	2%	-36	4%	-2%
CCOc1ccc(N2CC(c3nc(-c4cc(OC)c(OC)c(OC)c4)no3)CC2=O)cc1 (centres undefined)	/	/	0%	13	-1%	/
COc1cccc(CNC(=O)c2cc(C)nc3c2c(C)nn3-c2ccc(C)cc2)c1	/	/	11%	-9	1%	/
CCC(C)C1C(C#N)=C(N)OC2=C1C(=O)CC(C)(C)C2 (centres undefined)	-18%	23%	?	139	3%	-4%
CC(=O)c1ccc(NC(=O)COC(=O)c2ccccc2N=Nc2ccc(N(C)C)cc2)cc1	13%	11µM*	0%	?	3%	1%
O=C(NCc1ccc2c(c1)CCN2C(=O)c1ccncc1)c1ccccc1Br	/	/	8%	-29	8%	/
Cc1ccc(C)c(SCc2noc(C(=O)NCC3CCCO3)c2C(=O)O)c1 (centres undefined)	-11%	-2%	-2%	1	4%	13%
CCC(=O)C1=C(c2ccc(OC)c(OC)c2)N(C(=O)CC)n2c(CC)nnc2S1	/	/	1%	-63*	?	/
O=C(NCc1ccccc1)Nc1cccn(Cc2ccccc2Cl)c1=O	-41%	-11%	-5%	?	/	?
CSCC[C@H](NC(=O)N1CCn2c1nc1ccccc12)C(=O)NC1CCCCC1	98%[activator]	85%[activator]	2%	-35	0%	/
Cc1ccc(CNC(=O)CN(c2cc(C)cc(C)c2)S(=O)(=O)c2c(C)[nH]c(=O)[nH]c2=O)cc1	/	/	6%	17	2%	/
Nc1n[nH]c(=S)n1/N=C1/C(=O)Nc2ccccc21	-14%	90%[activator]	-13%	35	-3%	?
Cc1ccc2[nH]c3c(c2c1)CN(C(=O)CN1CC(C)OC(C)C1)CC3 (centres undefined)	3%	-1%	-1%	7	40µM*	?
O=C(NC(=S)Nc1ccc(O)cc1)C1CCCC1	-23%	16%	-1%	12	?	/
Cc1nn(C(C)C(=O)NC2CCC(C)CC2)c(=O)c2cc3sccc3n12 (centres undefined)	/	/	20%	-23	1%	/
COc1ccc(-n2cc(-c3ccccc3)c3c(NN4CCOCC4)ncnc32)cc1	221%[activator]	-17%	0%	?	-12%	8%
CCn1ccnc1CN(C)C(=O)C1CCC(=O)N(Cc2cccc(F)c2)C1 (centres undefined)	-9%	21%	?	0	-6%	1%
C=CCc1ccccc1OCCSc1nc2ccc([N+](=O)[O-])cc2s1	-19%	-9%[11.6 µM]	-2%	55	-29%	1%
CCn1ncc(C2=NOC(C(=O)NCCc3ccccc3)C2)c1C (centres undefined)	-6%	-1%	?	-10	0%	4%
CCOC(=O)C1(CCCc2ccccc2)CCN(Cc2ccn[nH]2)CC1	52%	14%	-1%	-21	3%	-1%
Cc1ccc(-c2csc(NC(=O)c3cccc(N4C(=O)CCC4=O)c3)n2)o1	47%	-5%	-2%	/	8.9µM*	-14%
O=C(NCC(c1ccco1)N1CCN(c2ccccc2F)CC1)C(=O)NC1CCCC1 (centres undefined)	-8%	16%	-10%	-28	8%	/
Cc1ccc(OCCNC(=O)c2ccccc2SCC(=O)N2CCCC2)cc1	32%	25%	4%	-24	16%	/
Cc1ccc2c(c1)C(c1ccccc1)N(C(=O)C(C)C)CC(=O)N2 (centres undefined)	-16%	-10%	?	16	2%	12%
C=CCSc1nnc(NC(=O)C2CC(=O)N(Cc3ccc(C)cc3)C2)s1 (centres undefined)	2%	-2%	-3%	46	-12%	/
Cc1ccc(S(=O)(=O)N(C)/N=C/c2ccc(N(C)C)cc2)cc1	-21%	25µM*	?	/	-6%	-1%
COc1ccc(NC(=O)COc2cccc(C(F)(F)F)c2)cn1	-6%	-1%	0%	-14	-5%	/
COc1ccc(-n2c(O)c(C=NCCN3CCN(C(C)=O)CC3)c(=O)[nH]c2=S)cc1	-7%	76%[activator]	-3%	-2	-11%	?
C=CCN1C(=O)c2ccc(C(=O)N3CCC(C(N)=O)CC3)cc2C1=O	-12%	5%	5%	-86*	-32%	/
CCOC(=O)C1CCCN(C(=O)c2cc(Cl)ccc2Cl)C1 (centres undefined)	-3%	14%	-11%	-15	3%	-2%
CC(=O)Cc1nsc(NC(=O)c2ccc(Cl)cc2Cl)n1	-24%	6%	1%	46	-36%	-12%
CCCc1nc2oc3c(NCCN(C)C)ncnc3c2c2c1CCCC2	141%[activator]	-15%	-13%	34	3%	1%
Cc1ccc(NC(=O)CSc2nnc(Cc3ccccc3)o2)cc1	99%[activator]	12%	-3%	59	-1%	-3%
Oc1c(Cl)cc(CN2CCOCC2)c2cccnc12	-9%	-78%	-4%	-99*	1.3µM*	/
CCc1ccc(N(C(=O)c2snc(C(N)=O)c2N)C(C(=O)NCCC(C)C)c2c[nH]c3ccccc23)cc1 (centres undefined)	-21%	30%[activator]	-1%	-10	18%	3%
CCOc1ccc(N(CC(=O)Nc2ccc(F)c(F)c2)S(=O)(=O)c2c(C)noc2C)cc1	-30%	8%	-11%	-63*	-10%	-1%
CCOc1cc(C2NC(=O)NC(C)=C2C(=O)OCc2ccccc2)ccc1O (centres undefined)	2%	-1%	6%	-6	-3%	-21%
Cc1c(NC(=O)c2ccc(-c3ccc(F)cc3)o2)cccc1-c1nc2ncccc2o1	/	/	6%	-1	-26%	/
COC(=O)c1nn(-c2ccc(OC)cc2)c(=O)cc1Oc1ccccc1	-11%	-3%	-5%	75	10%	4%
N#Cc1cccc(NC(=O)CN2C(=O)NC3(CCCCCC3)C2=O)c1	-33%	-17%	-4%	0	-10%	/
COc1ccc(C(=O)NC(C)Cc2cnccn2)cc1OC1CCN(C(C)C)CC1 (centres undefined)	-11%	8%	?	4	5%	/
O=C(Nc1nncs1)C(Sc1ccccc1)c1ccccc1 (centres undefined)	-30%	-17%	-3%	-16	-5%	-7%
CCOc1ccccc1NC(=O)C1COc2ccccc2O1 (centres undefined)	-17%	69%[activator]	-4%	-3	5%	16%

Ordered by molecular weight (falling): 7 of the compounds above
SMILES	AmpC inh no detg	AMA1 RON2 block	AmpC inh detg	HCMV antiviral	Sm TGR inh	Giardia FBPA inh
CCOc1ccc(N(CC(=O)Nc2ccc(F)c(F)c2)S(=O)(=O)c2c(C)noc2C)cc1	-30%	8%	-11%	-63*	-10%	-1%
COc1ccc(C(=O)NC(C)Cc2cnccn2)cc1OC1CCN(C(C)C)CC1 (centres undefined)	-11%	8%	?	4	5%	/
CCOc1cc(C2NC(=O)NC(C)=C2C(=O)OCc2ccccc2)ccc1O (centres undefined)	2%	-1%	6%	-6	-3%	-21%
CCCc1nc2oc3c(NCCN(C)C)ncnc3c2c2c1CCCC2	141%[activator]	-15%	-13%	34	3%	1%
O=C(Nc1nncs1)C(Sc1ccccc1)c1ccccc1 (centres undefined)	-30%	-17%	-3%	-16	-5%	-7%
CCOc1ccccc1NC(=O)C1COc2ccccc2O1 (centres undefined)	-17%	69%[activator]	-4%	-3	5%	16%
Oc1c(Cl)cc(CN2CCOCC2)c2cccnc12	-9%	-78%	-4%	-99*	1.3µM*	/

More records follow:
SMILES	AmpC inh no detg	AMA1 RON2 block	AmpC inh detg	HCMV antiviral	Sm TGR inh	Giardia FBPA inh
O=C(c1cccc(-n2cccc2)c1)N1CCN(S(=O)(=O)c2c(F)cccc2F)CC1	-1%	-15%	5%	-32	-33%	/
Cc1ccc2cccc(NC(=O)c3ccc(-c4ccc(Br)cc4)o3)c2n1	/	/	1%	9	-20%	/
Cc1ccc(NC(=O)c2cccc(C(=O)OC(C)C)n2)c(Br)c1	51%	17%	-1%	-2	2%	-5%
CC(=O)N1CCc2cc(S(=O)(=O)CCC(=O)Nc3ccc4c(c3)OCCO4)ccc21	-6%	19%	-7%	3	4%	-2%
O=C(Nc1cccnc1N1CCOCC1)c1cccs1	-6%	-6%	7%	11	3%	-4%
CCOC(=O)C1CCCN(C(c2ccccn2)c2c(C)[nH]c3ccccc23)C1 (centres undefined)	41%	-3%	1%	-87*	0.32µM*	1%
COc1ccc(-n2cc(-c3ccccc3)[nH]c2=S)c(OC)c1	-46%	59%[activator]	-11%	-65*	3%	14%
Cc1ccc(-c2csc(NC(=S)NC(=O)/C=C/c3ccco3)n2)cc1	4µM*	21%	0%	-37	-14%	/
Cc1ccc(CC(=O)Nc2ccccc2-c2ccccc2)cc1C	37%	?	-7%	?	1%	-3%
COc1ccccc1N1CCN(C(=O)C2CC=CCC2C(=O)O)CC1 (centres undefined)	-11%	3%	3%	85	?	4%
C#CCSc1nc2[nH]ncc2c(=O)[nH]1	-31%	-2%	3%	38	-3%	-27%
COc1ccc(-c2csc(Nc3ncccn3)n2)cc1C	7%	-12%	-9%	68	11%	-8%
Cc1cccc(NC(=O)CSc2nc3ccccc3nc2N2CC(C)OC(C)C2)c1 (centres undefined)	88%[activator]	18%	-2%	-11	9%	-4%
Cc1cc(=O)[nH]c2c1cnn2Cc1ccccc1	-9%	10%	-1%	23	44%[activator]	1%
Cc1ccc(S(=O)(=O)Cc2ccc(C(=O)N3CCCC3)o2)cc1	2%	0%	8%	-35	45µM*	19%
CC(C)(C)NC(=O)C(Cc1ccccc1)NS(=O)(=O)c1ccc2c(c1)CCC(=O)N2 (centres undefined)	-45%	0%	3%	-14	-28%	1%
COc1ccccc1OCCC(=O)OCC(=O)Nc1ccc2c(c1)OCO2	-23%	-20%	/	6	/	/
CN1CCN(C(=O)CNc2ccc(C(F)(F)F)cc2[N+](=O)[O-])CC1	-2%	1%	0%	50	0%	3%
C[C@@H]1C(=O)O[C@@H]2[C@H](O)C34[C@H]5C[C@@H](C(C)(C)C)C36[C@H](OC(=O)[C@@H]6O)OC4(C(=O)O5)[C@@]12O (some centres undefined)	-7%	28%	-4%	-14	-9%	-6%
CCCCN1CNC(=S)N(CCc2ccccc2)C1	-6%	-1%	?	11	-4%	0%
COc1cc(CN2CCCC(CO)(Cc3cccc(Cl)c3)C2)cc2c1OCO2 (centres undefined)	13%	-22%	4%	-2	7%	-1%
CN(CC(=O)Nc1c(Cl)cccc1Cl)C(=O)CCC(=O)c1ccccc1	-1%	1%	?	17	-3%	/

Source: PubChem BioAssay
